Compound activity (PubChem BioAssay)
FUS suppressor: rescues growth of FUS-expressing yeast | S. cerevisiae FUS-expressing, growth rescue, OD600, 24 h | Potency, µM (top dose mostly 76.6 µM), without a hit: at the top dose growth rescue (activation), usual class: activators | hit rate 0.24% among 390,000;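 further: plate controls were DMSO vehicle for no effect and reference control for full effect; nearly all actives have a fitted effect of over 55% in size; some results filed as inactive show a strong effect at the top dose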
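Cultures pregrown in 2.5% raffinose medium are shifted to minimal medium containing 2% galactose to express toxic FUS. Compounds are tested at several concentrations. After 24hr at 30C, growth is quantified at 600 nm absorbance.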
TDP-43 yeast inh: rescues yeast growth from TDP-43 toxicity; TDP-43 expressing yeast growth rescue, BacTiter-Glo, 24 h; Potency, µM (titrated, usually from 46.1 µM), for the others: top-dose growth rescue (activation), usual class: activators; hit rate 1.8% among 410,000; further: % of control where 0% means no effect; nearly all actives have a fitted effect of over 50% in size
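Yeast cells expressing TDP-43 under galactose induction are exposed to compounds for 24 hr at 30 deg C. BacTiter-Glo luminescence measures growth, so protective compounds score as activators.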
PTHR1 agonist: PTHR1 (human) receptor agonism. Q03431. HEK293 GP2 PTHR1 cells, GloSensor cAMP luminescence, 1 h. Potency, µM (doses to about 115 µM), without a hit: at the highest dose activation, most hits filed as activators. hit rate 0.075% among 410,000; further: nearly all actives have a fitted effect of over 55% in size; some results filed as inactive show a strong effect at the top dose; inactives centre near -15; many of its hits are not listed in these tables
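HEK-293-derived GP2 cells expressing PTHR1 and a GloSensor cAMP reporter, 3,000/well, plated overnight, given luciferin plus IBMX (each 0.5 mM as added) for 1 h at 37 °C, then compound for 1 h at 37 °C. Luminescence was read after 15 min at room temperature.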
aSyn yeast inh: alpha-synuclein toxicity inhibition in yeast | Yeast expressing alpha-synuclein, growth rescue, BacTiter-Glo, 24 h | Potency, µM (series often up to 46.1 µM), for the others: at the highest dose growth rescue (activation), usual class: activators | hit rate 0.14% among 370,000; further: % of control where 0% means no effect; nearly all actives have a fitted effect of over 65% in size
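Galactose-induced alpha-syn yeast (OD600=0.02, raffinose-pregrown) + pinned cpd, 24 hr, 30 deg C; growth by BacTiter-Glo luminescence. Growth restoration scores as activation.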
EPAC1 antag: EPAC1 (human) antagonism | EPAC1 GEF assay, Rap1b-BODIPY-GDP exchange fluorescence | Potency, µM (series often up to 115 µM), for the others: at the top dose activity change, negative = inhibition, hits mostly inhibitors | hit rate 0.14% among 360,000;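 further: plate controls were vehicle for no effect and positive control for full effect; nearly all actives have a fitted effect of over 50% in size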
EPAC2 antagonist: blocks human EPAC2 exchange factor | hit rate 0.18% among 360,000 | Q8WZA2 | EPAC2 GEF exchange of Rap1B-BODIPY-GDP, fluorescence | Potency, µM (series often up to 114 µM), inactives show top-dose activity, negative = inhibition, hits mostly inhibitors | AID 720708; further: on the % scale 0 is the no-effect control and ±100 the full control effect; nearly all actives have a fitted effect of over 45% in size; many of its hits are not listed in these tables
Target sequence (Q8WZA2 whole entry, looked up): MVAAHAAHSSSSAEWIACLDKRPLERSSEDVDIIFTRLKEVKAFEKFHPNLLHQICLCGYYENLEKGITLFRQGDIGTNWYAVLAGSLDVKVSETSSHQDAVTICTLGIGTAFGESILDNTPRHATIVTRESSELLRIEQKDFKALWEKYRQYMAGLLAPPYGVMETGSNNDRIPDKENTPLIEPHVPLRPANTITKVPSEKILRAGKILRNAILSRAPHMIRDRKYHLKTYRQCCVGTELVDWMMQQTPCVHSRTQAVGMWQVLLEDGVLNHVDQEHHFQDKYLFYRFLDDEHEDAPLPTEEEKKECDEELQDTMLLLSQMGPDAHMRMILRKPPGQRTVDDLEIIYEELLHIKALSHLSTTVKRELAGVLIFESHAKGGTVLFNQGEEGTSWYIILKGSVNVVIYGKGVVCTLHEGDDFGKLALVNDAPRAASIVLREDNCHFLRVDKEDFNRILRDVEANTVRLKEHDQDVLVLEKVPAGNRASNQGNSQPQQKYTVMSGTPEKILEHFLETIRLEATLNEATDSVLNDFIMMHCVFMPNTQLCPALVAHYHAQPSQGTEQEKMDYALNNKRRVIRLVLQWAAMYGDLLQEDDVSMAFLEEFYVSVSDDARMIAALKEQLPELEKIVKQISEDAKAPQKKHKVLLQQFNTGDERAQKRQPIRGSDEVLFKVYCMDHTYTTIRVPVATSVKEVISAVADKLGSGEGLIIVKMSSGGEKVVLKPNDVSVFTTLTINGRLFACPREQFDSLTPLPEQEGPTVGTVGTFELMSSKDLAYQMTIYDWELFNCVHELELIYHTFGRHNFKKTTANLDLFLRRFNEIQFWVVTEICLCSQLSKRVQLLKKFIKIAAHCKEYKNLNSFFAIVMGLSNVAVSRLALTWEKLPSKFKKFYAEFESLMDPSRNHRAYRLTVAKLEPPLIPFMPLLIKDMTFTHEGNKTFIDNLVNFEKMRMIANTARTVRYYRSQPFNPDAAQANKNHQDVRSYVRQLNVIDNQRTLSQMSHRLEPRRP
EPAC2 ag: activates human EPAC2 exchange factor. Q8WZA2. Potency, µM (series often up to 154 µM), without a hit: top-dose activation, hits mostly activators. hit rate 0.079% among 360,000. EPAC2 activation, biochemical qHTS; response scale: 100% = 6.5 mM cAMP response; further: nearly all actives have a fitted effect of over 50% in size
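Exchange assay: 100 nM EPAC2 with 250 nM Rap1B-BODIPY-GDP and 50 uM GDP. Fluorescence (ex 480/em 540 nm) read every 5 min for 30 min at room temperature. Data normalized to 6.5 mM cAMP as agonist control.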
EPAC1 ag: agonists of human EPAC1. AID 720707. EPAC1 agonist qHTS, biochemical assay; response scale: 100% = response to 6.5 mM cAMP. hit rate 0.073% among 360,000. Potency, µM (titrated, usually from 154 µM), inactives show at the top dose activation, usual class: activators. O95398; further: nearly all actives have a fitted effect of over 60% in size
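Read-out is the fluorescence drop as BODIPY-GDP leaves Rap1B (480 nm excitation, 540 nm emission), recorded every 5 minutes over 30 minutes. Reactions held 100 nM EPAC1, 250 nM Rap1B–BODIPY-GDP and 50 uM GDP, with 6.5 mM cAMP setting full activation.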
* hit, by the source's call; i = inactive; ? = inconclusive; · = no result given; & = joins results of further samples; [ ] = dose if it differs, or a comment. The call rests on the fitted dose curve; in most records, active means well fitted curve in the direction sought with a large enough effect; inconclusive means small, poorly fitted or top-dose-only effect, or another doubt; inactive means no such curve, though single readings can be large; an effect the other way counts as inactive or inconclusive. Potency means the concentration at half of the fitted maximal effect. An excerpt, so the mix of outcomes need not match the whole.

Every second line gives: aSyn yeast inh | EPAC1 antag | TDP-43 yeast inh | EPAC2 ag | EPAC2 antagonist | PTHR1 agonist | EPAC1 ag | FUS suppressor
1. Nc1ncc(S(=O)(=O)c2ccc([N+](=O)[O-])cc2)s1
  -17% | -6% | 3% | 8% | -6% | i | -4% | -23%
2. CC(=O)Nc1c(NC(C)C)c2ccccc2oc1=O
  -1% | 0% | -4% | 8% | -7% | 27% | 4% | 10%
3. COc1cccc2sc(Nc3nc(-c4cc5ccccc5oc4=O)cs3)nc12
  -1% | 0% | 3% | -15% | 15% | i | -7% | 20%
4. CSc1nc(C)c(Cc2c(F)cccc2Cl)c(=O)[nH]1
  -11% | -10% | 3% | 5% | 3% | -7% | -10% | 1%
5. O=C(OCC(=O)N(C1CCCCC1)C1CCCCC1)c1ccccc1O
  -10% | 6% | -12% | 6% | -9% | -9% | 2% | 18%
6. O=C(Nc1ccc(C(=O)NN2C(=O)c3ccccc3C2=O)cc1)c1ccccc1
  -11% | -5% | 8% | 0% | 5% | -5% | -14% | -19%
7. CCCn1c(SCC(=O)N2CCN(CC)CC2)nc2c1c(=O)n(C)c(=O)n2C
  -3% | -13% | -22% | 7% | 2% | -3% | -1% | 7%
8. O=C(Nc1ccccc1C(F)(F)F)c1cc(-c2ccc(O)cc2)on1
  1% | -5% | 13µM* | 2% | -1% | -32%[inhibitor] | 9% | 8%
9. CC(NC(=O)C(NC(=O)C1CCCN1C(=O)OC(C)(C)C)C(C)C)C(N)=O (stereo not drawn)
  8% | 6% | -12% | 13% | 1% | 1% | 6% | -5%
10. C/C(N)=C(/C#N)C(=O)COc1ncnc2ccc(Br)cc12
  -6% | 7% | 2% | -7% | 3% | i | -2% | 8%
11. O=C(COc1ccc(Br)cc1CO)N1CCCc2ccccc21
  -4% | 24% | -1% | 5% | 2% | -7% | 7% | 25%
12. COc1ccccc1CNC(=O)C1CCCN(S(=O)(=O)c2c(C)[nH]c(=O)[nH]c2=O)C1 (stereo not drawn)
  -13% | 11% | -19% | 9% | 14% | -4% | 1% | 1%
13. CCOc1ccc(NC(=O)CSc2nnc(C3CC3)n2N)cc1
  -16% | -16% | -8% | -5% | -4% | i | 2% | 17%
14. CC1CCN(c2ccccc2NC(=S)NC(=O)C(C)(C)C)CC1
  -3% | -16% | ? | 7% | ? | -9% | -8% | 3%
15. c1ccc(-c2ncc(CSc3nncn3-c3ccccc3)s2)cc1
  -5% | -10% | 0% | 5% | 13% | i | 8% | ?
16. Cc1cc(C(=O)NNC(=O)Cc2ccc(Cl)cc2)c(C)o1
  0% | -12% | -18% | 1% | 3% | -37% | 3% | 12%
17. COc1ccc(CNC(=O)Nc2nc(C(N)Cc3ccc(F)cc3)cs2)cc1 (stereo not drawn)
  9% | -8% | 0% | 12% | 1% | -18% | 2% | ?
18. O=C(Oc1ccccc1Cl)C1CCN(C(=O)c2ccc(F)cc2)CC1
  3% | -9% | 24% | -1% | 6% | i | 4% | 22%
19. Cc1[nH]c2ccc(C(=O)OCC(=O)Nc3cccc(S(N)(=O)=O)c3)cc2c1C
  2% | -12% | 0% | 4% | -23% | -43%[inhibitor] | 3% | -5%
20. CC(=O)c1cc(NC(=O)c2ccc(Cl)cc2)c(=O)oc1/C=C/N(C)C
  19% | -10% | 8% | 3% | -8% | -94% | 3% | 49%
21. Cc1ccc(S(=O)(=O)NCC(=O)NCC(=O)NCCc2ccccc2F)cc1C
  -1% | -6% | 19% | 4% | -2% | -8% | 5% | ·
22. O=C(c1ccccc1)N1N=C(c2ccccc2O)CC1c1ccccc1 (stereo not drawn)
  -5% | -25% | 3% | 21% | 0% | i | 8% | 20%
23. CCOc1ccccc1C1CC(=O)Nc2c1c(=O)n(C)c1ncnn21 (stereo not drawn)
  -3% | · | -1% | · | · | 1% | · | -12%
24. Cn1c(=O)[nH]c(=O)c2c1nc(N1CCCCC1)n2CCSc1nc2ccccc2o1
  0% | -2% | 1% | 9% | 6% | i | -10% | -25%
25. COc1ccc(-n2nnnc2SCC(=O)N(C)C2CCS(=O)(=O)C2)cc1 (stereo not drawn)
  -9% | -9% | ? | 5% | 14% | -20% | 2% | 11%
26. CN(CCc1ccccc1)C(=O)c1cccc(NC(=O)Cc2cccc(NC(=O)C3CCN(C(=O)c4ccccc4)CC3)c2)c1
  -20% | 23% | -17% | 4% | 11% | -43%[inhibitor] | -15% | ?
27. O=C1c2ccccc2C(=O)N1Cc1nc2ccccc2c(=O)n1CCCn1ccnc1
  8% | 9% | 22% | -2% | 11% | i | 4% | ·
28. CCOc1ccc(NC(=O)COC(=O)c2ccc3c(c2)OCO3)cc1
  3% | -29% | 6% | 10% | 11% | i | 15% | -14%
29. CCCSc1cc(N2CCN(C)CC2)nc(-c2ccc(OC)cc2)n1
  -8% | -7% | -10% | 22% | -15% | ? | 16% | 35%
30. CSc1nc(N2CCN(Cc3ccc4c(c3)OCO4)CC2)c2ccccc2n1
  -2% | -12% | 23% | 19% | -6% | -4% | 10% | -18%
31. COc1ccc(CN2C[C@@H](CO)O[C@@H](n3cnc4c(NCc5ccc(F)cc5)ncnc43)C2)cc1
  7% | -7% | 20% | 4% | -6% | -38% | -4% | 13%
32. COc1ccc(NC(=O)CCNS(=O)(=O)c2ccc3c(c2)CCC(=O)N3)cc1
  2% | 4% | -7% | 7% | 1% | -16%[57.5 µM] | 2% | 4%
33. Cn1c(Cn2nnc3ccccc32)nnc1SCC(=O)N1CCc2ccccc21
  0% | 21% | -6% | 3% | 6% | -7%[57.5 µM] | -5% | 6%
34. COc1ccc(N2CCN(C(=S)NC(C)c3ccccc3)CC2)cc1 (stereo not drawn)
  13% | 14% | ? | 4% | 11% | -14% | -12% | -10%
35. CCOC(=O)c1ccc(NC(=S)Nc2cccc(N)n2)cc1
  -13% | -24% | -6% | 14% | -10% | -26% | -1% | 6%
36. CC(C)C[C@H]1CNC(=S)N1CC1CCCN1C[C@H](CC(C)C)N1C[C@H](Cc2ccccc2)N(CC2CCCCCC2)C1=S (stereo partly drawn)
  2% | 1% | 13% | 5% | 10% | -3% | -10% | 19%
37. CS(=O)(=O)Oc1ccc2c(c1)O/C(=C\c1cccc([N+](=O)[O-])c1)C2=O
  -9% | 8% | -23% | -1% | 0% | i | -14% | 2%
38. COc1ccc(-c2cn(Cc3ccc(C(N)=O)cc3)c(-c3ccncc3)n2)cc1
  -9% | 0% | 1% | 11% | -6% | -72%[inhibitor] | -2% | -4%
39. O=S(=O)(c1ccc2nc(N3CCN(c4ccccc4F)CC3)ccc2c1)N1CCCCC1
  -5% | 6% | 10%&18% | 1% | -1% | -25% | 0% | -15%&-16%
40. O=C(NCCN1C(=O)C2C3C=CC(C3)C2C1=O)NCc1ccccc1 (stereo not drawn)
  -1% | -15% | 14% | 9% | 20% | 3% | -15% | -9%
41. O=C1c2ccccc2C(=O)N1OCc1ccccc1
  4% | 7% | 2% | 6% | 7% | -30% | 3% | -9%
42. CC(=O)N1C(=O)NC2=C(C(=O)CCC2)C1c1cccc([N+](=O)[O-])c1 (stereo not drawn)
  -1% | -3% | -3% | 10% | 1% | -4% | 6% | -28%
43. Cc1ccc(S(=O)(=O)N2[C@@H](CO)CO[C@H]2CC(=O)c2cccs2)cc1
  1% | -1% | -6% | 11% | 10% | -26% | -10% | -5%
44. CC(=O)Nc1ccc(C(=O)N2CCN(S(=O)(=O)c3ccc4c(c3)OCCCO4)CC2)cc1
  -3% | -10% | 9% | 10% | -23% | -22% | -4% | 14%
45. COC(=O)c1ccc2nc(NC(=O)C3CCCCC3)sc2c1
  1% | -6% | 9% | -4% | 4% | i | -13% | -13%
46. Cc1cccc(C(=O)NNc2ncnc3c2cnn3C)c1
  1% | -6% | 23% | 2% | -1% | -2% | -10% | 13%
47. N/C(CCS(=O)(=O)c1ccc(Cl)cc1)=N\OC(=O)c1ccccc1C(F)(F)F
  2% | 2% | 11% | 12% | -1% | -23% | 4% | 10%
48. COc1ccccc1NC(=O)c1cc2c(CO)cnc(C)c2oc1=Nc1cc(OC)c(OC)c(OC)c1
  2% | -8% | -13% | -11% | 5% | 0% | -12% | 2%
49. CCN(CC)C(=O)CN1C(=O)C(=O)c2ccccc21
  -1% | 0% | -15%[9.22 µM] | 9% | -7% | -1% | 5% | 2%
50. CCOC(=O)C(C)Sc1ncnc2c1c(-c1ccccc1)cn2-c1ccc(OC)cc1 (stereo not drawn)
  8% | -17% | 11% | 14% | -2% | i | -3% | 9%
51. COc1ccc(C(=O)N(C)C2(C)CCS(=O)(=O)C2)cc1OC (stereo not drawn)
  0% | -12% | -13% | 11% | -1% | i | 14% | -7%
52. CCCSC1C(C)=C(C)C(=O)N1Cc1ccccc1 (stereo not drawn)
  9% | -28% | 2% | -5% | -29% | -19% | -4% | 2%
53. Cc1ccc(O)c(C(=O)c2cnc3c(c2)CN(CCC(C)C)C(=O)N3)c1
  -3% | -2% | 6% | -6% | 6% | -2% | -10% | 41%
54. COc1ccc(NC(=O)CCN2C(=O)C3C4CCC(C4)C3C2=O)cc1 (stereo not drawn)
  16% | 6% | 7% | -5% | 7% | i | 0% | -5%
55. Cc1ccc2cc(CN(CC3CCCO3)C(=S)NCc3ccco3)c(=O)[nH]c2c1C (stereo not drawn)
  3% | -16% | 18% | -3% | -7% | i | 4% | ?
56. CCN(CC)C(=O)C1CC(=O)OC12CCCCC2 (stereo not drawn)
  -4% | -8% | -10% | 9% | 0% | ? | 11% | -1%
57. Cc1ccc(C)c(N2CCN(C(=O)c3cn(C)c4ccc(S(=O)(=O)N(C)C)cc4c3=O)CC2)c1
  0% | -6% | 0% | 0% | -8% | i | -6% | 29%
58. CCc1ccc(CN(C)C(=O)c2cc(COc3ccc(-n4cncn4)cc3)on2)cc1
  ? | -3% | ? | 5% | ? | -29% | 2% | 36%
59. CC1(C)NC(=O)N(CC(=O)OCC(=O)NC(=O)c2ccccc2)C1=O
  -2% | 13% | -4% | -3% | 10% | -7% | 7% | -1%
60. COC(=O)c1ccccc1NC(=O)c1nc(S(=O)(=O)Cc2ccccc2)ncc1Cl
  -11% | 8% | 4% | 12% | 12% | -55%[inhibitor] | 0% | -5%

Single records (already shown):
Listed for COc1ccc(-c2cn(Cc3ccc(C(N)=O)cc3)c(-c3ccncc3)n2)cc1 = aSyn yeast inh = -9%; EPAC1 antag = 0%; TDP-43 yeast inh = 1%; EPAC2 ag = 11%; EPAC2 antagonist = -6%; PTHR1 agonist = -72%[inhibitor]; EPAC1 ag = -2%; FUS suppressor = -4%
Listed for CS(=O)(=O)Oc1ccc2c(c1)O/C(=C\c1cccc([N+](=O)[O-])c1)C2=O = aSyn yeast inh = -9%; EPAC1 antag = 8%; TDP-43 yeast inh = -23%; EPAC2 ag = -1%; EPAC2 antagonist = 0%; PTHR1 agonist = i; EPAC1 ag = -14%; FUS suppressor = 2%
